# IDH1 R132H inh – IDH1 R132H (human) inhibition; O75874; IDH1 R132H reductase, diaphorase/resazurin fluorescence, 60 min; inhibition, % at 10 µM; hit rate 0.18% among 70,000; in the data active means inhibition above about 34%; inconclusive means no clear call, values can overlap the other calls; inactive means below about 11%;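 further: 0% = DMSO and 100% = no enzyme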
# Target sequence (O75874 whole entry R132H): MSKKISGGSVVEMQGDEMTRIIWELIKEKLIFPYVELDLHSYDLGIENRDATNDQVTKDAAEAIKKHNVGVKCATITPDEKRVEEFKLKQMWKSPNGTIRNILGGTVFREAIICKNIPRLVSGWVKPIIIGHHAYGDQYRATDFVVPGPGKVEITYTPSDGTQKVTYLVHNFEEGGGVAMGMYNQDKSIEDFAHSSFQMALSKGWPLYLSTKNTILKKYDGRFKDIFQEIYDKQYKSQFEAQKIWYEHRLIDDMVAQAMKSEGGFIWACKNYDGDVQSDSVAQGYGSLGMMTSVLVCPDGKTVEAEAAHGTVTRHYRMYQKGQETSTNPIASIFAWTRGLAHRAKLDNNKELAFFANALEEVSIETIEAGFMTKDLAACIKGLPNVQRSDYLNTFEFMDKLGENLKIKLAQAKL
# EZH2 inh – inhibitors of human EZH2/PRC2 methyltransferase. Q15910. PRC2 H3K27 methylation, DELFIA TRF, 1 h. inhibition, % at 12.5 µM. hit rate 0.35% among 57,000;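 active means mean inhibition of replicates at least 50% and every single replicate also reaching 50%; inconclusive means mean inhibition at least 50% but some replicate falls below 50%; inactive means mean inhibition under 50%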;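 further: dimethyl H3K27 on biotinylated H3 21-44 peptide detected by antibody; plate controls were median neutral control wells for no effect and median positive control wells for full effect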
# * = called active by the depositor; u = inconclusive; x = no result given. Some of the compounds tested, so the mix of outcomes need not match the whole.
SMILES	IDH1 R132H inh	EZH2 inh
CC1(C)CC[C@]2(C(=O)O)CC[C@]3(C)C(=CCC4[C@@]5(C)C[C@@H](O)[C@H](O)C(CO)(CO)C5CC[C@]43C)C2[C@@H]1O (stereo partly drawn)	x	44
Cc1noc(C)c1NC(=O)N(C)C[C@H]1OCCCC[C@H](C)Oc2ccc(NS(=O)(=O)c3cn(C)cn3)cc2C(=O)N([C@@H](C)CO)C[C@H]1C	1.2	x
CO[C@@H](CN(C)Cc1cc(F)ccc1F)[C@H](C)CN([C@@H](C)CO)S(=O)(=O)c1ccc(F)cc1	0.0	12
COc1ccc(-c2cnc3c(c2)C(=O)N([C@H](C)CO)C[C@H](C)[C@H](CN(C)C(=O)Cc2ccccc2)O3)cc1	0.7	x
C[C@H]1CN([C@@H](C)CO)S(=O)(=O)c2ccc(-c3cccnc3)cc2O[C@H]1CN(C)C	0.0	-2
O=C(Cc1cccnc1)N[C@H]1CC[C@H](CCn2cc(-c3ccccc3F)nn2)O[C@@H]1CO	0.0	0
CCCN(C)C[C@@H]1OCCCC[C@@H](C)Oc2ccc(NS(=O)(=O)c3ccc(F)cc3)cc2C(=O)N([C@H](C)CO)C[C@@H]1C	4.0	4
CO[C@@H]1CN(C)C(=O)c2cc(NC(=O)C3CCC3)ccc2OC[C@@H](C)N(C)C[C@@H]1C	0.1	0
C[C@H]1CN([C@@H](C)CO)C(=O)c2cc(C#CC3CCCCC3)cnc2O[C@@H]1CN(C)C	-1.7	-6
C[C@@H]1CN([C@H](C)CO)C(=O)c2cc(NC(=O)Nc3ccc(C(F)(F)F)cc3)ccc2O[C@@H]1CN(C)Cc1ccc(Oc2ccccc2)cc1	-0.2	x
COc1ccc(CN(C)C[C@H]2OCCCC[C@@H](C)Oc3ccc(NC(=O)Cc4ccccc4)cc3C(=O)N([C@H](C)CO)C[C@@H]2C)cc1	1.1	x
C[C@H]1ON(c2ccccc2)[C@@H](c2ccccc2)[C@@H]1C(=O)N1C(=O)OC[C@@H]1c1ccccc1	x	16
C[C@@H]1CN([C@H](C)CO)C(=O)c2cc(/C=C/c3ccccc3)cnc2O[C@H]1CN(C)C(=O)c1ccccc1	-1.9	-8
C[C@@H]1CN([C@H](C)CO)C(=O)c2cc(NS(C)(=O)=O)ccc2O[C@H]1CN(C)C(=O)Nc1ccc(F)cc1	-1.6	3
C[C@H](CO)N1C[C@H](C)[C@H](CN(C)C(=O)c2ccccc2F)Oc2ncc(C#Cc3ccc(F)cc3)cc2C1=O	0.8	x
C[C@@H]1CN([C@@H](C)CO)C(=O)c2cc(C#Cc3cccnc3)cnc2O[C@@H]1CN(C)Cc1ccncc1	14	-5
COc1ccccc1-c1ccc2c(c1)O[C@H](CN(C)CC1CC1)[C@H](C)CN([C@@H](C)CO)S2(=O)=O	-0.7	-4
CCS(=O)(=O)Nc1ccc2c(c1)C(=O)N(C)C[C@H](OC)[C@@H](C)CN[C@@H](C)CO2	0.0	5
O=C(CN1CCOCC1)Nc1ccc([N+](=O)[O-])cc1C(=O)Nc1ccccc1F	0.1	8
CO[C@@H]1CN(C)C(=O)c2cc(NC(=O)c3cc(C)on3)ccc2OC[C@H](C)N(CC2CC2)C[C@H]1C	-0.1	1
C[C@H](CO)N1C[C@H](C)[C@H](CN(C)S(=O)(=O)c2cccs2)Oc2ccc(NC(=O)Nc3ccc4c(c3)OCO4)cc2CC1=O	1.9	x
C[C@@H]1CN([C@H](C)CO)C(=O)c2cc(-c3ccc(C#N)cc3)cnc2O[C@@H]1CN(C)CC1CC1	-0.5	7
C[C@@H]1CN([C@@H](C)CO)C(=O)Cc2cc(NC(=O)C3CCCCC3)ccc2O[C@H]1CN(C)Cc1ccc(C(F)(F)F)cc1	2.2	x
C[C@@H]1CN([C@@H](C)CO)C(=O)Cc2cc(NC(=O)NC3CCCCC3)ccc2O[C@@H]1CN(C)C(=O)NC1CCCCC1	0.7	x
O=C(CCSc1nc(-c2ccco2)cc(C(F)(F)F)n1)Nc1cccnc1	-1.1	-6
COc1ccc(S(=O)(=O)N(C)C[C@H]2OCCCC[C@@H](C)Oc3ccc(NC(=O)NC(C)C)cc3C(=O)N([C@H](C)CO)C[C@@H]2C)cc1	-0.6	x
O=C(N[C@@H]1CC[C@@H](CCn2cc(C3CCCCC3)nn2)O[C@H]1CO)c1cccnc1	-0.1	-3
COC(=O)CC1C(=O)NCCN1C(=S)Nc1cccc(OC)c1 (stereo not drawn)	0.5	16
COc1ccc2[nH]c(=O)[nH]c(=O)c2c1	0.2	11
O=S(=O)(N[C@@H]1CCN(Cc2ccc(OCCO)cc2)C1)c1cccc2cccnc12	11	-15

# Profiles as entered above. Order of values: IDH1 R132H inh | EZH2 inh
# O=C(N[C@@H]1CC[C@@H](CCn2cc(C3CCCCC3)nn2)O[C@H]1CO)c1cccnc1 across the screens: -0.1 | -3
# C[C@@H]1CN([C@@H](C)CO)C(=O)Cc2cc(NC(=O)NC3CCCCC3)ccc2O[C@@H]1CN(C)C(=O)NC1CCCCC1 across the screens: 0.7 | x
# C[C@@H]1CN([C@@H](C)CO)C(=O)Cc2cc(NC(=O)C3CCCCC3)ccc2O[C@H]1CN(C)Cc1ccc(C(F)(F)F)cc1 across the screens: 2.2 | x
# C[C@H](CO)N1C[C@H](C)[C@H](CN(C)S(=O)(=O)c2cccs2)Oc2ccc(NC(=O)Nc3ccc4c(c3)OCO4)cc2CC1=O across the screens: 1.9 | x

# (next part)
SMILES	IDH1 R132H inh	EZH2 inh
CO[C@H](CN(C)S(=O)(=O)c1ccc(F)cc1)[C@@H](C)CN(Cc1ccccc1Cl)[C@@H](C)CO	-0.5	4
O=C(Nc1cc(F)ccc1F)N[C@@H]1CC[C@H](CCn2cc(C3CCCCC3)nn2)O[C@H]1CO	-0.2	2
CS(=O)(=O)CCNCc1nc(-c2ccc3ncnc(Nc4ccc(OCc5cccc(F)c5)c(Cl)c4)c3c2)cs1	-0.3	0
C[C@@H]1CN([C@@H](C)CO)S(=O)(=O)c2ccc(-c3cccnc3)cc2O[C@H]1CN(C)C(=O)C1CCCCC1	4.4	1
C[C@@H]1CN([C@H](C)CO)C(=O)c2cc(NC(=O)NC3CCCCC3)ccc2O[C@@H](C)CCCCO[C@H]1CN(C)C(=O)Nc1ccc2c(c1)OCO2	4.5	x
O=C(CSc1n[nH]c(-c2ccco2)n1)c1ccc(Cl)cc1	0.2	2
C[C@@H]1CCCCO[C@H](CN(C)S(=O)(=O)c2cn(C)cn2)[C@@H](C)CN([C@H](C)CO)C(=O)c2cc(N(C)C)ccc2O1	-2.6	5
CCC(=O)Nc1ccc2c(c1)OC[C@@H](C)N(C(=O)COC)C[C@H](C)[C@H](OC)CN(C)C2=O	-0.2	-9
C[C@@H]1CN([C@H](C)CO)S(=O)(=O)c2ccc(-c3cccc(F)c3)cc2O[C@H]1CN(C)CC1CC1	-0.5	-17
C[C@@H]1CN([C@H](C)CO)C(=O)c2cc(NC(=O)Nc3ccc4c(c3)OCO4)ccc2O[C@H]1CN(C)Cc1ccc(C(F)(F)F)cc1	-0.7	x

# Continuation:
canonical_smiles | IDH1 R132H inh | EZH2 inh
CO[C@H]1CN(C)C(=O)c2cc(NC(=O)Cc3ccccc3)ccc2OC[C@H](C)N(CC2CC2)C[C@H]1C | -0.1 | 2
C[C@@H]1CN([C@H](C)CO)C(=O)c2cc(-c3ccc(F)cc3)cnc2O[C@@H]1CN(C)C(=O)Cc1ccccn1 | 0.2 | -6
C[C@@H]1CN([C@@H](C)CO)C(=O)c2cc(-c3ccncc3)cnc2O[C@H]1CN(C)C(=O)CN1CCOCC1 | 0.3 | 24
CO[C@H]1CN(C)C(=O)c2ccc(NC(=O)Nc3c(C)noc3C)cc2OC[C@H](C)NC[C@H]1C | -0.1 | 13
Cc1ccc(NC(=O)CC(C(=O)O)N(C)C)cc1 (stereo not drawn) | -0.3 | 6
COc1ccc(NC(=O)COc2ccc(C)c(C)c2)cc1NC(=O)c1ccco1 | 0.2 | 2
C[C@H]1CN([C@@H](C)CO)C(=O)c2cc(NC(=O)C3CC3)ccc2O[C@H]1CN(C)Cc1ccc(C(=O)O)cc1 | 1.6 | 0
COCC#Cc1ccc2c(c1)O[C@H](CN(C)C(=O)c1ccccc1F)[C@@H](C)CN([C@H](C)CO)S2(=O)=O | -0.4 | 7
O=C(C[C@H]1CC[C@@H](NC(=O)C2CCOCC2)[C@H](CO)O1)Nc1nccs1 | 0.1 | 5
CO[C@@H]1CN(C)C(=O)c2ccc(NS(C)(=O)=O)cc2OC[C@@H](C)N(Cc2cccnc2)C[C@H]1C | -0.2 | -9
CC(C)C#Cc1ccc2c(c1)O[C@@H](CN(C)C(=O)CN(C)C)[C@H](C)CN([C@H](C)CO)S2(=O)=O | -0.1 | x
C[C@@H]1CN([C@H](C)CO)C(=O)c2cc(-c3cccc(C(=O)N(C)C)c3)cnc2O[C@@H]1CN(C)C | 0.0 | -4
Cc1noc(C)c1S(=O)(=O)Nc1cccc2c1O[C@@H](CN(C)Cc1ccc(C(=O)Nc3ccccc3N)cc1)[C@@H](C)CN([C@@H](C)CO)C2=O | -0.1 | 4
C[C@H]1CCCCO[C@H](CN(C)C(=O)c2ccccc2)[C@@H](C)CN([C@@H](C)CO)C(=O)c2cc(NS(=O)(=O)c3cccs3)ccc2O1 | 2.1 | x
C[C@H]1CN([C@@H](C)CO)C(=O)c2cccc(NC(=O)c3ccncc3)c2O[C@H]1CN(C)Cc1ccc(C(=O)Nc2ccccc2N)cc1 | -0.1 | -16
C[C@H](CO)N1C[C@H](C)[C@@H](CN(C)CC2CC2)Oc2c(NS(=O)(=O)c3ccc(F)cc3)cccc2C1=O | x | -6
COc1ccccc1NC(=O)N[C@H]1CC[C@@H](CCn2cc(C3(O)CCCC3)nn2)O[C@H]1CO | -0.9 | -4
C[C@@H]1CN([C@H](C)CO)C(=O)c2cc(-c3cccnc3)cnc2O[C@H]1CN(C)S(C)(=O)=O | 0.1 | 4
O=C(N[C@@H]1CC[C@H](CCn2cc(C3(O)CCCC3)nn2)O[C@H]1CO)C1CC1 | 0.1 | 11
COc1ccc(CN(C)C[C@@H]2Oc3c(NC(=O)Nc4ccccc4)cccc3C(=O)N([C@H](C)CO)C[C@H]2C)cc1 | x | -22
C[C@H]1CN([C@@H](C)CO)C(=O)c2cccc(NC(=O)C3CCCCC3)c2O[C@H]1CN(C)Cc1ccccc1 | x | 24
COc1cc(NC(=O)COc2ccccc2C)ccc1NC(=O)c1ccccc1Cl | 1.3 | 37
COc1ccc(NC(=O)N(C)C[C@@H]2Oc3ncc(-c4cccc(OC)c4)cc3C(=O)N([C@H](C)CO)C[C@@H]2C)cc1 | -0.3 | 10
COc1ccc(NC(=O)N[C@H]2CC[C@@H](CCNC(=O)c3cc(Cl)cc(Cl)c3)O[C@@H]2CO)cc1 | 0.1 | -2
COc1cccc(-c2ccc3c(c2)O[C@@H](CN(C)CC2CC2)[C@@H](C)CN([C@H](C)CO)S3(=O)=O)c1 | -4.1 | -16
CCOC(=O)CCSc1nnc2c3ccccc3n(C)c2n1 | 0.1 | 10
COc1ccc(C)cc1N(CC(=O)Nc1ccc(C)c(Cl)c1)S(C)(=O)=O | -0.3 | 11
Cc1cc(C)nc(SCCCn2c(=O)[nH]c3ccccc32)n1 | 0.3 | x
C=CC[C@@]12N=C(c3ccc(OCCCO)cc3)O[C@@H]1c1ccccc1N(CCS(=O)(=O)c1ccccc1)C2=O | x | 2
C[C@@H]1CN([C@H](C)CO)C(=O)c2cc(NC(=O)Cc3ccccc3)ccc2O[C@@H]1CN(C)C(=O)Nc1cccc2ccccc12 | 0.0 | -3

# 3 compounds out of the list, arranged by heavy-atom count, ascending:
canonical_smiles | IDH1 R132H inh | EZH2 inh
CCOC(=O)CCSc1nnc2c3ccccc3n(C)c2n1 | 0.1 | 10
COc1cc(NC(=O)COc2ccccc2C)ccc1NC(=O)c1ccccc1Cl | 1.3 | 37
C[C@@H]1CN([C@H](C)CO)C(=O)c2cc(NC(=O)Cc3ccccc3)ccc2O[C@@H]1CN(C)C(=O)Nc1cccc2ccccc12 | 0.0 | -3

# (more compounds)
canonical_smiles | IDH1 R132H inh | EZH2 inh
Cc1ccccc1-c1cnc2c(c1)C(=O)N([C@H](C)CO)C[C@@H](C)[C@@H](CN(C)Cc1ccccc1F)O2 | 0.4 | -15
CC(C)NC(=O)N(C)C[C@@H]1Oc2c(NS(=O)(=O)c3ccc(F)cc3)cccc2C(=O)N([C@@H](C)CO)C[C@H]1C | -0.2 | x
C[C@@H]1CN([C@@H](C)CO)C(=O)c2cc(NC(=O)Nc3cccc4ccccc34)ccc2O[C@H]1CN(C)C(=O)Nc1ccc(F)cc1 | -8.2 | x
C[C@@H]1CN([C@H](C)CO)S(=O)(=O)c2ccc(C3=CCCCC3)cc2O[C@@H]1CN(C)C(=O)Cc1cccnc1 | u | 2
CCCNC(=O)C[C@H]1C[C@H]2c3cc(NC(=O)Nc4ccc(OC)cc4)ccc3O[C@H]2[C@H](CO)O1 | 0.1 | 11
C[C@@H]1CCCCO[C@@H](CN(C)C(=O)Cc2ccccc2)[C@@H](C)CN([C@H](C)CO)C(=O)c2cc(NC(=O)Nc3ccccc3)ccc2O1 | 0.8 | x
CCCC#Cc1cnc2c(c1)C(=O)N([C@@H](C)CO)C[C@@H](C)[C@@H](CN(C)Cc1ccc(F)cc1)O2 | -0.5 | -16
NC(=O)C1(N2CCCCC2)CCN(CC(=O)Nc2cc(Cl)ccc2Cl)CC1 | 0.0 | 6
C[C@H](CO)N1C[C@H](C)[C@@H](CN(C)C(=O)Nc2ccc3c(c2)OCO3)Oc2ccc(NC(=O)Cc3ccccc3)cc2CC1=O | -1.9 | 6
C[C@@H]1CN([C@@H](C)CO)C(=O)Cc2cc(NC(=O)Nc3ccc(F)cc3)ccc2O[C@H]1CN(C)S(=O)(=O)c1ccccc1 | 0.3 | x

# High-throughput results: PubChem BioAssay, Broad Institute
